High-throughput results deposited in PubChem BioAssay by National Center for Advancing Translational Sciences (NCATS).
Tau fibril FP – qHTS for Inhibitors of Tau Fibril Formation, Fluorescence Polarization; Microtubule-associated protein tau (Homo sapiens), P10636; K18 P301L tau heparin fibrillization, Alexa594 FP, 6 h; Potency, µM (highest dose often 57.7 µM), inactives show at the highest dose activity, negative = inhibition, most hits filed as inhibitors; 0.39% of 280,000 active; further: on the % scale 0 is the no-effect control and ±100 the full control effect; nearly all actives have a fitted effect of over 55% in size
Target sequence (P10636 561-689 P618L limits assumed): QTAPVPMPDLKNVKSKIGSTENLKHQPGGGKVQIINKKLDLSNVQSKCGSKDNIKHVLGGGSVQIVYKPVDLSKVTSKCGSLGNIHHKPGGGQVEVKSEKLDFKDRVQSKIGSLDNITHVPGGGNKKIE
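Human tau K18 […] P301L fragment, 15 uM unlabeled plus 0.24 uM Alexa 594-labeled tau (final), with compound and 20 uM heparin in 100 mM sodium acetate pH 7; 6 hr at 37 C, then Alexa 594 FP read.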
aGlu spleen mod – qHTS Assay for Inhibitors and Activators of Human alpha-Glucosidase From Spleen Homogenate | Lysosomal alpha-glucosidase (Homo sapiens), P10253 | human spleen homogenate, 4-MU-alpha-glucoside fluorescence | Potency, µM (doses to about 79.9 µM), without a hit: at the top dose activity change, negative = inhibition, actives largely listed as inhibitors | 0.006% of 240,000 active;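 further: 0% = enzyme with vehicle and -100% = no enzyme basal signal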
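Enzyme source: human spleen homogenate, 1 ug/well. Buffer 50 mM citric acid/K phosphate pH 5.0, 0.01% Tween-20. 4-MU-alpha-glucoside 1 mM; 37 C x 40 min; NaOH/glycine stop; fluorescence.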
GAA glycogen – qHTS Assay for Inhibitors and Activators of Human alpha-Glucosidase Cleavage of Glycogen. Lysosomal alpha-glucosidase (Homo sapiens), P10253. recombinant GAA, glycogen substrate, Amplex Red glucose oxidase fluorescence. Potency, µM (series often up to 76.4 µM), for inactives: top-dose activity change, negative = inhibition, usual class: inhibitors. 0.38% of 300,000 active;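 further: 0% = full enzyme reaction and -100% = no-enzyme basal signal; the screen sought inhibitors and activators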
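qHTS, 1536-well; enzyme 4 nM final; cpd up to 77 uM; substrate bovine liver glycogen 30 ug; 50 mM citrate/phosphate pH 5.0, 0.01% Tween-20; 37 C, 40 min; Amplex Red detection 45 min RT; Hill fit → AC50.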
Tau fluor cs – Counterscreen qHTS for Inhibitors of Tau Fibril Formation, Fluorescence Polarization; tau K18 P301L Alexa594 fluorescence, heparin fibrillization; Potency, µM (titrated, usually from 57.7 µM), without a hit: top-dose activity change, negative = decrease; 0.93% of 280,000 active; further: on the % scale 0 is the no-effect control and ±100 the full control effect; nearly all actives have a fitted effect of over 55% in size
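Human tau K18 P301L (15 uM unlabeled, 0.24 uM Alexa 594-labeled) in 100 mM sodium acetate pH 7 with 20 uM heparin, 6 hr at 37 C. ThT 30 uM added, 1 hr ambient; Alexa 594 FP and total fluorescence read at 555/632 nm.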
GAA inh – qHTS Assay for Inhibitors of Human alpha-Glucosidase as a Potential Chaperone Treatment of Pompe Disease; Lysosomal alpha-glucosidase (Homo sapiens), P10253; purified human GAA, 4-MU-alpha-glucoside fluorescence; Potency, µM (top dose mostly 76.9 µM), for inactives: top-dose activity change, negative = inhibition, most hits filed as inhibitors; 0.005% of 200,000 active; AID 1466, 2008;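 further: plate controls were uninhibited enzyme wells for no effect and no-enzyme background for full effect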
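Endpoint fluorogenic read: 20 min room-temperature reaction of 4 nM human alpha-glucosidase with 400 uM 4-methylumbelliferyl-alpha-D-pyranoside, pH 5.0, quenched with 1M NaOH/1M glycine pH 10. AC50 from Hill modeling.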
Tau ThT inhib – qHTS for Inhibitors of Tau Fibril Formation, Thioflavin T Binding; AID 1460, 2008; recombinant tau K18 P301L (four-repeat tau fragment), heparin-induced fibrillization, ThT fluorescence; Potency, µM (series often up to 57.4 µM), without a hit: at the highest dose activity, negative = inhibition, usual class: inhibitors; 2.1% of 270,000 active; further: on the % scale 0 is the no-effect control and ±100 the full control effect; nearly all actives have a fitted effect of over 55% in size
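K18 P301L tau (15 uM + 0.24 uM Alexa 594-tagged), heparin 20 uM, NaOAc pH 7, 6 h 37 C; ThT 30 uM, 1 h RT, ex 450/em 510 nm.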
HTT cytoprotect – qHTS Multiplex Assay to Identify Dual Action Probes in a Cell Model of Huntington: Cytoprotection (ATP) | PC12 HTT-Q103 induced, cytoprotection, ATP luminescence, 40 h | Potency, µM (series often up to 56.4 µM), for the others: cytoprotection (ATP increase), usual class: activators | 0.14% of 230,000 active;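 further: % of control where 0% means no effect; nearly all actives have a fitted effect of over 45% in size; toxic huntingtin expression switched on by the ecdysone agonist tebufenozide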
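Cells were plated at 1500 per well in phenol red-free DMEM with 5% equine and 5% calf serum. Tebufenozide (100 nM final) and compounds were added, then ATPlite reagent, and luminescence was read.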
aGal spleen mod – qHTS Assay for Inhibitors and Activators of Human alpha-Galactosidase From Spleen Homogenate. human spleen homogenate, 4MU-alpha-Gal fluorescence, 40 min. Potency, µM (highest dose often 80 µM), for the others: at the top dose activity change, negative = inhibition, hits mostly inhibitors. 0.008% of 240,000 active;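 further: 0% = enzyme with vehicle and -100% = no enzyme basal signal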
Target sequence (P06280 32-429 limits assumed): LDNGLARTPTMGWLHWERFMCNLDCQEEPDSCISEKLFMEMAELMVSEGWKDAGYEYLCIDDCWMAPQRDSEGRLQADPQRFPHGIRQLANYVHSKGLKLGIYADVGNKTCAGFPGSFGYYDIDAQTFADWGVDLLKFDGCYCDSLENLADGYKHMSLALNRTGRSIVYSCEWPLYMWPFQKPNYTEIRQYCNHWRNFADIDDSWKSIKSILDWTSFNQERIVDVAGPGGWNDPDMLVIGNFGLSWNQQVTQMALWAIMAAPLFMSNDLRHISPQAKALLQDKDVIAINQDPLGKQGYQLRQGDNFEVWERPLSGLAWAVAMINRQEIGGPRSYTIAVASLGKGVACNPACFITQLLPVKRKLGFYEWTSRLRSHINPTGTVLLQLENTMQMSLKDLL
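qHTS titration in buffer at pH 5.0. Alpha-galactosidase activity in spleen homogenate was measured via 4-methylumbelliferone release from 1 mM fluorogenic substrate after 40 min at 37C and a pH 10 stop. AC50 came from Hill fits of control-normalized data.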
The depositor's hits bear a star; ? = inconclusive; · = not tested or not shown; [ ] = another dose, or the depositor's remark. The call rests on the fitted dose curve; in most records, active means well fitted curve in the direction sought with a large enough effect; inconclusive means small, poorly fitted or top-dose-only effect, or another doubt; inactive means no such curve, though single readings can be large; an effect the other way counts as inactive or inconclusive. Potency means the concentration at half of the fitted maximal effect.

SMILES	Tau fibril FP	aGlu spleen mod	GAA glycogen	Tau fluor cs	GAA inh	Tau ThT inhib	HTT cytoprotect	aGal spleen mod
O=C(COC(=O)COc1ccc(Br)cc1)Nc1cccnc1Cl	-7%	-2%	0%	-18%	-6%	-11%	43%[10 µM]	3%
Cc1cccc(N2CC(C(=O)Nc3ccc4c(c3)OCO4)CC2=O)c1C (stereo not drawn)	6%	-4%	7%	-1%	0%	-10%	-1%	-4%
CCC(=O)Nc1ccccc1-c1nc2ccccc2n(C(CC)C(=O)Nc2cccc(Cl)c2)c1=O (stereo not drawn)	8%	·	17%[76.3 µM]	3%	·	4%	·	·
Cn1ncc(C#N)c1NC(=O)C1CC(c2ccc(Cl)c(Cl)c2)=NO1 (stereo not drawn)	4%	1%	0%	0%	3%	3%	-8%	-2%
CCCCCCCCc1nnc(N)s1	3%	2%	1%	-14%	·	-9%	9%[10 µM]	1%
N/C(=N\OC(=O)CCCOc1ccccc1)c1ccccn1	3%	-1%	10%	-2%	13%	-9%	1%	-7%
CS(=O)(=O)N(CC(=O)NCc1ccc2c(c1)OCO2)c1ccccc1	4%	6%	1%	-6%	-4%	-3%	-11%[10 µM]	6%
COC(=O)c1ccccc1NC(=O)CSc1nnc(-c2ccoc2C)n1C	-6%	-3%	5%	-20%	1%	-7%	-9%	3%
CCN(CC)CCOC(=O)C12CC3CC(CC(C3)C1)C2	2%	-4%	-5%	5%	-4%	0%	-7%[10 µM]	3%
Cc1cccc(OCCn2c(=O)n(C)c3ccccc32)c1	0%	0%	1%	-4%	-8%	-5%	-22%	5%
CCN(C(=O)COC(=O)/C=C/c1ccc(O)c(OC)c1)C1CCS(=O)(=O)C1 (stereo not drawn)	1%	10%	2%	-1%	-2%	1%	·	9%
Cc1ccc(S(=O)(=O)n2nc(OC(=O)c3c(-c4ccccc4Cl)noc3C)cc2N)cc1	-15%	1%	-10%	?	-5%	?	-42%[inhibitor]	-6%
CCCCc1ccc(NC(=O)OC)cc1	-13%	-1%	-8%	-8%	-1%	-16%	-14%	-7%
Cc1ccc(-c2nc3ncccc3o2)cc1NC(=O)c1sc2ccccc2c1Cl	6%	-10%	0%	0%	-2%	-5%	-9%	-4%
CCc1nnc(N2C(=O)c3ccccc3C2(O)c2ccccc2)s1 (stereo not drawn)	8%	-2%	3%	-39%	·	·	11%[10 µM]	-5%
CC(=O)N1CCc2cc(S(=O)(=O)NC(Cc3ccccc3)C(=O)Nc3ccc(C)cc3C)ccc21 (stereo not drawn)	-2%	·	-6%[76.3 µM]	-13%	·	-10%	·	·
c1ccc(N2CCN(c3nc4ccccc4n4nnnc34)CC2)cc1	9%	6%	-3%	?	-3%	?	27%[10 µM]	3%
COC(=O)CCc1sc(NC2CCCCC2)nc1-c1ccc(OC)cc1	-4%	0%	-17%	-16%	-12%	?	5%[10 µM]	-3%
O=C(CSc1nnnn1-c1ccccc1)NC(=O)Nc1ccc2c(c1)OCCO2	7%	2%	0%	-22%	-9%	3%	-26%	11%
COc1ccc(-c2nn3c(-c4ccc(F)cc4)nnc3s2)cc1	10%	-1%	6%	-4%	-20%	-18%	-25%[0.074 µM]	1%
COC(=O)c1cc(NC(=O)C2CC2)cc(C(=O)OC)c1	-5%	-7%	1%	-4%	-7%	-8%	8%	1%
N#CCN1C(=O)C2CCCN2c2ccc(S(=O)(=O)N3CCOCC3)cc21 (stereo not drawn)	-6%	-7%	-4%	-7%	?	-16%	8%	4%
COc1ccc(Cn2nnnc2CN2CCCCCC2)cc1	4%	2%	9%	-2%	5%	-8%	18%[10 µM]	5%
COc1cc([N+](=O)[O-])ccc1NC(=O)c1cccc(NC(=O)C(C)C)c1	-1%	-25%	-7%	-6%	-2%	-16%	·	3%
Cc1cc2c(=O)n(CC(=O)NCC(=O)N3CCN(Cc4ccccc4)CC3)cnc2s1	6%	5%	-2%	6%	-2%	-2%	6%	-2%
O=C(NCc1cccnc1)C1CCCN(Cc2cnn(-c3ccccc3)c2-n2cccc2)C1 (stereo not drawn)	12%	-5%	5%	-5%	-5%	-6%	13%	-5%
COc1ccccc1NS(=O)(=O)c1cccc(C(=O)OCC(=O)Nc2cc(C)on2)c1	-10%	1%	-3%	-26%	-2%	-7%	-25%	-4%
Cc1cccc(N/C=C(\[N+](=O)[O-])S(=O)(=O)c2ccccc2)c1C	-12%	7%	-6%	-7%	5%	-9%	0%[10 µM]	12%
Cc1ccc(-n2cnnn2)c2cccnc12	3%	0%	-1%	-5%	-6%	-6%	9%	0%
CCN(CC)S(=O)(=O)c1cccc(C(=O)Nc2cccc(C)c2)c1	-12%	-14%	-2%	-25%	-4%	-14%	-21%	1%
CCOC(=O)c1c(N)c2cc([N+](=O)[O-])cnc2n1C	-2%	10%	6%	-26%	·	?	7%[10 µM]	2%
NC(=O)C1CCN(C(=O)c2ccc3nc(N4CCCCC4)sc3c2)CC1	-4%	-2%	2%	7%	·	·	2%[10 µM]	4%
Cc1c(Cc2ccccc2)c(=O)oc2cc(OCC(N)=O)ccc12	-6%	4%	11%	4%	2%	7%	·	13%
CCc1nc(SCC(=O)NCc2ccccc2)c2c(=O)n(C)c(=O)n(C)c2n1	-4%	-15%	5%	1%	-10%	-6%	-6%[10 µM]	1%
O=C(Nc1ccccn1)c1ccc([N+](=O)[O-])o1	0%	-15%	14%	-5%	3%	-4%	16%[10 µM]	-19%
CC(C)CN(CC(C)C)C(=O)CC(=O)NC(=O)c1ccc(Cl)cc1	-2%	-10%	7%	-9%	-8%	-12%	-2%	-14%
Cc1ccc2c(CC(=O)Nc3ccc(S(=O)(=O)N4CCCCC4)cc3)coc2c1	?	·	-14%[76.3 µM]	?	·	11%	·	·
CCOC(=O)N1CCN(c2c(N3CCN(C(=O)OCC)CC3)c(=O)c2=O)CC1	5%	1%	-5%	3%	·	5%	7%[10 µM]	1%
O=C(Cn1ccc2ccccc2c1=O)NCCC(=O)N1CCN(c2cccc(C(F)(F)F)c2)CC1	9%	1%	-3%	-9%	-1%	-5%	-14%	9%
Cc1cccc(-n2ccnc2CN2CCN(C(C)C)C(CCO)C2)c1 (stereo not drawn)	1%	6%	6%	3%	·	-1%	18%[10 µM]	7%

Part of the list above, set out differently:
Values run as follows: Tau fibril FP	aGlu spleen mod	GAA glycogen	Tau fluor cs	GAA inh	Tau ThT inhib	HTT cytoprotect	aGal spleen mod
> COC(=O)c1cc(NC(=O)C2CC2)cc(C(=O)OC)c1
 : -5%	-7%	1%	-4%	-7%	-8%	8%	1%
> N#CCN1C(=O)C2CCCN2c2ccc(S(=O)(=O)N3CCOCC3)cc21 (stereo not drawn)
 : -6%	-7%	-4%	-7%	?	-16%	8%	4%
> COc1ccc(Cn2nnnc2CN2CCCCCC2)cc1
 : 4%	2%	9%	-2%	5%	-8%	18%[10 µM]	5%
> COc1cc([N+](=O)[O-])ccc1NC(=O)c1cccc(NC(=O)C(C)C)c1
 : -1%	-25%	-7%	-6%	-2%	-16%	·	3%
> Cc1cc2c(=O)n(CC(=O)NCC(=O)N3CCN(Cc4ccccc4)CC3)cnc2s1
 : 6%	5%	-2%	6%	-2%	-2%	6%	-2%
> O=C(NCc1cccnc1)C1CCCN(Cc2cnn(-c3ccccc3)c2-n2cccc2)C1 (stereo not drawn)
 : 12%	-5%	5%	-5%	-5%	-6%	13%	-5%
> COc1ccccc1NS(=O)(=O)c1cccc(C(=O)OCC(=O)Nc2cc(C)on2)c1
 : -10%	1%	-3%	-26%	-2%	-7%	-25%	-4%
> Cc1cccc(N/C=C(\[N+](=O)[O-])S(=O)(=O)c2ccccc2)c1C
 : -12%	7%	-6%	-7%	5%	-9%	0%[10 µM]	12%
> Cc1ccc(-n2cnnn2)c2cccnc12
 : 3%	0%	-1%	-5%	-6%	-6%	9%	0%

Later entries.
SMILES	Tau fibril FP	aGlu spleen mod	GAA glycogen	Tau fluor cs	GAA inh	Tau ThT inhib	HTT cytoprotect	aGal spleen mod
COCCNc1ccc(-c2nn(C)c(=O)c3ccccc23)cc1[N+](=O)[O-]	-11%	1%	-1%	-13%	·	-18%	-12%[10 µM]	5%
CCN1CCCC1Cn1cnc2c([nH]c3ccc(OC)cc32)c1=O (stereo not drawn)	-9%	7%	0%	-6%	·	-4%	·	12%
Cc1cc(C2(c3cc(C)c(NC(=O)CN4CCOCC4)c(C)c3)CCCCC2)cc(C)c1NC(=O)CN1CCOCC1	4%	-5%	6%	-4%	-4%	-14%	11%	0%
CC(C)CC(=O)NC(Nc1ccc([N+](=O)[O-])cc1)C(Cl)(Cl)Cl (stereo not drawn)	2%	-2%	4%	-18%	?	1%	14%[10 µM]	-10%
Nc1nc(NS(=O)(=O)c2ccc(Cl)cc2)nn1-c1ccccc1	-5%	-4%	3%	-6%	·	·	2%[10 µM]	10%
O=C(Nc1ccon1)c1cccc(S(=O)(=O)N2CCCCCC2)c1	-5%	2%	-3%	-9%	-6%	-2%	4%	3%

Hits appear at their usual frequency, and some 3.3% of all compounds hit somewhere here.
